# LMNA splice mod: LMNA splicing modulation. Potency, µM (titrated, usually from 46.1 µM), without a hit: at the top dose ratio change, negative = inhibition, most hits filed as inhibitors. AID 1487. HeLa LMNA splicing GFP/RFP minigene ratio, 48 h. hit rate 0.01% among 200,000; active = well fitted inhibition curve with a large enough effect in the signal ratio, with a control signal flat, not every such curve was filed as active; inconclusive = small, poorly fitted or top-dose-only effect, or effect the other way, or a change in a side signal; the % refers to the signal ratio; note: potency is the fitted concentration of half-maximal effect; % is set by controls: 0 for no effect and ±100 for the full control effect
#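 S3 HeLa cells stably expressing lamin A-EGFP splicing minigene plus DsRed2, 600 cells/well, 48 h compound exposure at 37C. Laser-scanning cytometry; analysed as GFP (500-530 nm)/RFP (575-640 nm) total intensity ratio; 0.5% DMSO vehicle.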
# aGlu spleen mod: lysosomal alpha-glucosidase (human) modulation; P10253; Potency, µM (series often up to 79.9 µM), for inactives: at the highest dose activity change, negative = inhibition, most hits filed as inhibitors; AID 2112; human spleen homogenate, 4-MU-alpha-glucoside fluorescence; hit rate 0.006% among 240,000;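 note: potency is the fitted concentration of half-maximal effect; 0% = enzyme with vehicle and -100% = no enzyme basal signal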
#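 Human spleen homogenate (1 ug) with 4-methylumbelliferyl-alpha-D-glucopyranoside (1 mM final) in 50 mM citrate/phosphate pH 5.0, 0.01% Tween-20; 40 min at 37 C. Stopped at pH 10; 4-MU fluorescence Ex 365/Em 440 nm; AC50 by Hill fit.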
# HttQ103 aggreg: reduces HttQ103-GFP aggregates in PC12 cells; PC12 HttQ103-GFP aggregates, Acumen cytometry, 40 h; Potency, µM (series often up to 46.1 µM), inactives show top-dose activity change, negative = inhibition, actives largely listed as inhibitors; hit rate 1.1% among 220,000; AID 1688; note: potency is the fitted concentration of half-maximal effect; % is set by controls: 0 for no effect and ±100 for the full control effect; nearly all actives have a fitted effect of over 60% in size
#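 Ecdysone-promoter PC12 model expressing HTT exon 1 Q103 fused to GFP, induced by tebufenozide at 100 nM final. Compounds titrated; aggregates sized 1–25 µm scored on a 488 nm laser cytometer.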
# CBFb-RUNX1 inh: inhibitors of human CBF-beta and RUNX1 interaction; 230,000 tested, under 10 active; Q01196+Q13951; AlphaScreen CBFb-His/RUNX1-biotin binding, biochemical; Potency, µM (top dose mostly 59.8 µM), inactives show top-dose activity, negative = inhibition, actives largely listed as inhibitors; note: % of control where 0% means no effect
# Target sequence (Q01196 whole entry, looked up): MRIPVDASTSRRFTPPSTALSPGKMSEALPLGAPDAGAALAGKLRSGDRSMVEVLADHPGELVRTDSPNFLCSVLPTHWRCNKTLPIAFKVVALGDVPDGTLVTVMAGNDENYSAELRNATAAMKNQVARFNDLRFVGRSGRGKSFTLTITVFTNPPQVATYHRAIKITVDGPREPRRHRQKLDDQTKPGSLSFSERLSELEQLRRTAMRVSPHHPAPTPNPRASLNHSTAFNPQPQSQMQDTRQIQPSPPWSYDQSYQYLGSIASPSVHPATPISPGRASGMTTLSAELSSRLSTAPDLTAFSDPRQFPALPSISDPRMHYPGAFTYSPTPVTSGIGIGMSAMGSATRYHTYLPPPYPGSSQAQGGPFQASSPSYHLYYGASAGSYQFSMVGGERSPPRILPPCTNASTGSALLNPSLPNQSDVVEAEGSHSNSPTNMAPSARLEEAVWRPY
# Target sequence (Q13951 whole entry, looked up): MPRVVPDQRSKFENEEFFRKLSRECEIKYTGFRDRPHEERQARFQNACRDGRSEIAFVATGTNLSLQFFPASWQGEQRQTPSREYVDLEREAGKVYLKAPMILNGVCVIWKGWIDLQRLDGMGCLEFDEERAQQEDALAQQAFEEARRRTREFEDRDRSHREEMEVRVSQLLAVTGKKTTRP
#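 His-tagged CBF-beta and biotinylated RUNX1 (30 nM each) were premixed 20 min at room temperature, exposed to compound for 15 min, then given nickel-chelate and streptavidin AlphaScreen beads (50 ng each). After 90 min, AlphaScreen signal was read.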
# GAA inhib: blocks human lysosomal alpha-glucosidase. P10253. Potency, µM (highest dose often 76.9 µM), for the others: at the highest dose activity change, negative = inhibition, hits mostly inhibitors. hit rate 0.005% among 200,000. AID 1466. purified human GAA, 4-MU-alpha-glucoside fluorescence;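 note: potency is the fitted concentration of half-maximal effect; plate controls were uninhibited enzyme wells for no effect and no-enzyme background for full effect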
#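 qHTS format, compound range up to 77 uM. Human lysosomal enzyme at 4 nM, 400 uM 4-MU glucoside substrate, pH 5.0, 20 min room temperature; fluorescence after alkaline stop gives activity normalized to controls.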
# GAA glycogen mod: GAA glycogen-cleavage inhibition or activation; Potency, µM (series often up to 76.4 µM), inactives show at the top dose activity change, negative = inhibition, usual class: inhibitors; hit rate 0.38% among 300,000; recombinant GAA, glycogen substrate, Amplex Red glucose oxidase fluorescence; P10253;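 note: potency is the fitted concentration of half-maximal effect; 0% = full enzyme reaction and -100% = no-enzyme basal signal; the screen sought inhibitors and activators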
#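 Recombinant enzyme (4 nM final) with compounds titrated up to 77 uM and bovine liver glycogen (30 ug) in citrate pH 5.0, 0.01% Tween-20, 37 C 40 min. Released glucose detected by Amplex Red/glucose oxidase (Ex 573/Em 610); AC50 from Hill fits.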
# HTT cytoprotect: cytoprotection in Huntington HTT-Q103 PC12 cell model; Potency, µM (series often up to 56.4 µM), inactives show cytoprotection (ATP increase), hits mostly activators; PC12 HTT-Q103 induced, cytoprotection, ATP luminescence, 40 h; hit rate 0.14% among 230,000; AID 1471;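 note: potency is the fitted concentration of half-maximal effect; % of control where 0% means no effect; nearly all actives have a fitted effect of over 45% in size; toxic huntingtin expression switched on by the ecdysone agonist tebufenozide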
#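 Huntington model: PC12 line, ecdysone-inducible HTTQ103 exon1–GFP, tebufenozide 100 nM. Test articles in a dose series. Endpoint luminescence from cellular ATP.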
# The depositor's hits bear a star; ? = inconclusive; . = not tested or not shown; & = joins results of further samples; [ ] = remark or other dose. Unless noted, calls come from the whole dose curve; as a rule, active = well fitted curve in the direction sought with a large enough effect; inconclusive = small, poorly fitted or top-dose-only effect, or another doubt; inactive = no such curve, though single readings can be large; an effect the other way counts as inactive or inconclusive.
SMILES,LMNA splice mod,aGlu spleen mod,HttQ103 aggreg,CBFb-RUNX1 inh,GAA inhib,GAA glycogen mod,HTT cytoprotect
Cc1ccc(CC(=O)N2CCN(Cc3ccccc3)CC2)cc1,?,6%,-1%[9.22 µM],2%,4%,-18%,-25%
Cc1ccsc1C(=O)C1CCCN(Cc2cc(C(C)C)n[nH]2)C1 (stereo not given),.,-3%,20%[9.22 µM],9%,-13%,15%,23%[10 µM]
Cc1ccc(-c2cn3c(=S)[nH]nc3s2)cc1,?,-1%,-5%,2%,5%,?,-39%[inhibitor]
CCOC(=O)c1sc(/N=C/c2c(O)n(-c3cccc(C)c3)c(=O)[nH]c2=O)c(C#N)c1C,?,-12%,-5%,4%,3%,12%,6%[10 µM]
O=c1c2ccccc2nc(C[n+]2ccccc2)n1-c1cccc(C(F)(F)F)c1,?,3%,2%[9.22 µM],10%,12%,21%,17%[10 µM]
COc1cc(/C=N/NC(=O)Cn2c([N+](=O)[O-])cnc2C)ccc1OC(=O)N(C)C,1%,-13%,0%,-2%,-3%,8%,-19%
CN(C)CC1CCCCC1OC(=O)c1ccc(Cl)c(Cl)c1 (stereo not given),1%,-1%,6%,-4%,1%,0%,12%[10 µM]
COc1ccc(NC(c2ccccc2F)P(=O)(Oc2ccccc2)Oc2ccccc2)cc1 (stereo not given),-16%,-6%,-17%,-3%,-7%,-13%,13%[1.9 µM]
C=CC(=O)OCCN(C)C,.,2%,.,12%[21.7 µM],.,.,4%
C#CCN[C@H](C)Cc1ccccc1,-8%,-1%,.,9%,.,.,.
CCCCn1c(O)c(C(C)=NCc2ccc(F)cc2)c(=O)[nH]c1=O,13%,-5%,-15%,3%,-7%,-5%,-23%
CC1(C)CC(=O)C(C=NCCN2CCN(C(=O)Cc3ccc(F)cc3)CC2)=C(O)C1,-3%,-6%,3%,8%,0%,5%,-16%
CCCCCn1c(=O)c(C(=O)Nc2ccncc2)c(O)c2ccccc21,?,2%,?,0%,-2%,-10%,-10%
CC(C)(C)[C@]1(O)C[C@@H]2OC(=O)CC23C(=O)O[C@@H]2OC(=O)[C@H](O)C231 (stereo not given in full),.,2%,.,-12%,.,.,12%
C=C(C=O)C[C@@H]1C[C@H](O)C2OC3C[C@]4(C)OC5/C=C\CC6OC7C(CC=CCC6OC5CCCC4OC3CC2O1)OC1CC2OC3CC(=O)OC3C[C@@H](C)C[C@@]2(C)OC1C[C@@H]7C (stereo not given in full),.,3%,?,3%,.,-1%,-62%[inhibitor][10 µM]

# Single records (already shown):
# `COc1ccc(NC(c2ccccc2F)P(=O)(Oc2ccccc2)Oc2ccccc2)cc1` (stereo not given) reads LMNA splice mod: -16%; aGlu spleen mod: -6%; HttQ103 aggreg: -17%; CBFb-RUNX1 inh: -3%; GAA inhib: -7%; GAA glycogen mod: -13%; HTT cytoprotect: 13%[1.9 µM]
# `CCCCn1c(O)c(C(C)=NCc2ccc(F)cc2)c(=O)[nH]c1=O` reads LMNA splice mod: 13%; aGlu spleen mod: -5%; HttQ103 aggreg: -15%; CBFb-RUNX1 inh: 3%; GAA inhib: -7%; GAA glycogen mod: -5%; HTT cytoprotect: -23%

# Further records
SMILES,LMNA splice mod,aGlu spleen mod,HttQ103 aggreg,CBFb-RUNX1 inh,GAA inhib,GAA glycogen mod,HTT cytoprotect
Cc1cccc([C@H](C)c2cnc[nH]2)c1C,.,-2%,7%,14%[21.7 µM],.,.,19%
CC1CN=C(NCc2ccccc2)S1 (stereo not given),-2%,0%,8%,5%,-3%,0%,2%
Cc1cccc(N2C(=O)NC(=O)/C(=C/c3cc4c(cc3[N+](=O)[O-])OCO4)C2=O)c1,.,10%,-5%,-5%,-9%,?,-44%[inhibitor]
CNC(=O)O/N=C(\N)Cc1csc2ccc(Cl)cc12,.,6%,18%[9.22 µM],6%,.,3%,-6%[10 µM]
O=C(Nc1ccccc1)Oc1ccccc1,-1%,0%,4%,-2%,?,2%,10%
CC(N=Cc1c(O)[nH]c(=O)[nH]c1=O)c1ccccc1 (stereo not given),?,-6%,-3%,-3%,2%,2%,5%
CC(C)(C)NC(=S)/N=C(\N)N[N+](=O)[O-],?,-3%,0%[9.22 µM],-3%,-1%,-14%,29%[10 µM]
CCOP(=O)(Cc1cc(C(C)=O)c(C)o1)OCC,.,-1%,-13%[9.22 µM],2%,.,4%,11%[10 µM]
CC(C)NCC(O)c1ccc(N)c(C#N)c1 (stereo not given),.,-2%&-5%,-3%,0%&4%,.,.,-35%&9%
CCNC(=S)N1CCn2cccc2C1c1cccnc1 (stereo not given),.,-4%,-1%,-12%,2%,9%,-5%
CCCBr,.,-12%,.,10%[21.7 µM],.,.,-7%
C[N+]1(C)CCOC(O)(c2ccc(-c3ccc(C4(O)C[N+](C)(C)CCO4)cc3)cc2)C1 (stereo not given),-18%&6%,-5%&3%&2%,-3%,9%&2%&4%,0%[15.4 µM],2%,23%
CCC(=NCCC(c1ccccc1)c1ccccc1)c1c(O)n(C)c(=O)n(C)c1=O,?,-1%,-9%,2%,-4%,-7%,2%[10 µM]
COc1ccc(OP(=O)(Nc2ccccc2)Nc2ccccc2)cc1,-7%,-2%,4%,-14%,-15%,4%,7%
CCCCN1C(=O)NC(=O)/C(=C/c2cnc(SC)nc2)C1=O,8%,-2%,20%,10%,-14%,-5%,11%
CCC(=NCc1cccnc1)c1c(O)n(-c2ccc(Cl)cc2)c(=O)[nH]c1=O,.,1%,4%[9.22 µM],3%,.,3%,7%[10 µM]
COc1cccc([C@@]2(O)CCCC[C@@H]2CN(C)C)c1,-21%,3%&2%&-4%,-18%,-2%&3%&11%,0%[15.4 µM],-9%&3%,?
Clc1nc(Cl)nc(Cl)n1,.,11%,.,-10%[21.7 µM],.,.,?
CC1C(=O)OC2O[C@]3(C)CC[C@H]4C(C)CCC1[C@]24OO3 (stereo not given in full),.,0%,.,7%,.,.,-30%[inhibitor]
CC(C)CCCC1(C)C=Cc2c(O)c3c(c(CCC(C)C)c2O1)OC12C(CC4CC1C(C)(C)OC2(CCC(C)C(=O)O)C4O)C3=O (stereo not given),.,4%,.,-12%,.,.,-57%[inhibitor]
CCn1ccnc1CN1CCCC(C(=O)c2ccc(OC)cc2OC)C1 (stereo not given),.,3%,-4%[9.22 µM],2%,14%,9%,27%[10 µM]
N#CC1=C(N)Oc2c(c(=O)sc3ccccc23)C1c1cccnc1 (stereo not given),.,-4%,17%,4%,9%,1%,-74%[inhibitor]
CSc1ncc(/C=C2/C(=O)NC(=O)N(c3ccc(C)cc3)C2=O)cn1,2%[46 µM],1%,18%,-1%,?,-10%,-18%
c1ccc(CCCN2CCN(CCOC(c3ccccc3)c3ccccc3)CC2)cc1,?,-10%&-3%&-3%,.,-6%,.,.,?
Cc1ccc(C2NC(=S)NC(c3ccc(C)cc3)C23C(=O)NC(=O)NC3=O)cc1 (stereo not given),5%,6%,?,-1%,?,0%,-14%
Nc1ccc(Br)cc1,.,-9%,.,12%[21.7 µM],.,.,-21%
NC(=NCCc1ccc(I)cc1)SCCCc1cnc[nH]1,.,2%&-3%,.,-6%,.,.,-27%&-43%
CC(C)c1ccc(N2C(=O)NC(=O)/C(=C/c3cnc(-c4ccccc4)nc3)C2=O)cc1,-7%,0%,6%,7%,-13%,8%,5%[10 µM]
CC1(C)N2CC3([N+](=O)[O-])CN1CC([N+](=O)[O-])(C2)C3,.,2%,4%[9.22 µM],6%,.,2%,10%[10 µM]
NCC1O[C@@H](O[C@H]2C(O)C(O[C@@H]3C(O[C@H]4OC(CO)C(O)C(O)C4N)C(N)CC(N)[C@H]3O)O[C@@H]2CO)C(N)C(O)C1O (stereo not given in full),.,5%,.,?,.,.,-43%[inhibitor]
CN(C)P1(N(C)C)=NC(C(F)(F)F)=NC(C(F)(F)F)=N1,-5%,5%,14%,-10%,3%,6%,-24%
C/C(Cl)=C/CC1(CN2CCCC2=O)C(=O)NC(=O)NC1=O,2%,-7%,15%,12%,?,-6%,-4%
CC12CCC3C(CC=C4CC(O)CCC43C)C1C/C(=C\c1ccccc1F)C2=O (stereo not given),4%,-19%,-26%,2%,-2%,17%,8%[10 µM]
CCCC[N+]12C3CC(C(CC)[C@H]1O)[C@@H]1C(O)C4(C[C@@H]12)c1ccccc1N(C)C34 (stereo not given in full),.,6%,.,24%,.,.,-18%
COc1cc(C)c(CN2CCN(c3ccccc3)CC2)cc1C,?,2%,-12%,4%,2%,-4%,-73%[inhibitor]
O=C1C2CCCN2C(c2ccc(Cl)cc2)N1c1ccccn1 (stereo not given),10%,0%,17%,-1%,-10%,33%,-9%
c1ccc(CN2CCN(Cc3ccc4c(c3)OCCO4)CC2)cc1,1%,3%,-13%,-2%,8%,10%,5%

# In the list so far, these have an aryl thioether with sulfur outside any ring.
SMILES,LMNA splice mod,aGlu spleen mod,HttQ103 aggreg,CBFb-RUNX1 inh,GAA inhib,GAA glycogen mod,HTT cytoprotect
CCCCN1C(=O)NC(=O)/C(=C/c2cnc(SC)nc2)C1=O,8%,-2%,20%,10%,-14%,-5%,11%
CSc1ncc(/C=C2/C(=O)NC(=O)N(c3ccc(C)cc3)C2=O)cn1,2%[46 µM],1%,18%,-1%,?,-10%,-18%

# Among those listed so far, these have a carbonyl joined to an NH by a bond outside any ring.
SMILES,LMNA splice mod,aGlu spleen mod,HttQ103 aggreg,CBFb-RUNX1 inh,GAA inhib,GAA glycogen mod,HTT cytoprotect
COc1cc(/C=N/NC(=O)Cn2c([N+](=O)[O-])cnc2C)ccc1OC(=O)N(C)C,1%,-13%,0%,-2%,-3%,8%,-19%
CCCCCn1c(=O)c(C(=O)Nc2ccncc2)c(O)c2ccccc21,?,2%,?,0%,-2%,-10%,-10%
CNC(=O)O/N=C(\N)Cc1csc2ccc(Cl)cc12,.,6%,18%[9.22 µM],6%,.,3%,-6%[10 µM]
O=C(Nc1ccccc1)Oc1ccccc1,-1%,0%,4%,-2%,?,2%,10%

# An excerpt; the hit share may differ from the screen's.
